Screening data (PubChem BioAssay)
Platelet DG rel: modulates dense granule release in human platelets | human platelet-rich plasma, SFLLRN dense granule ATP release, luminescence | inhibition, %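 (compounds screened at 7.5 µM in platelet-rich plasma)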 | 0.22% of 300,000 active | AID 1663;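 active = mean replicate score, as percent of positive control, at or above 50; inconclusive = mean below 50 but at least one replicate at or above 50; inactive = mean and every replicate below 50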
HSF1 inh: HSF1 inhibition | NIH3T3-HGL HSE-luciferase, MG132-induced, luminescence 8 h; stronger effect = lower value | activity change, negative = inhibition, % at 7.5 µM (by protocol) | 0.77% of 300,000 active;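 active = more than half of replicate wells show activity change below -50%, luminescence cut by over half; inconclusive = some wells, but at most half, below -50%; inactive = no replicate well below -50%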;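 also: luciferase reports HSF-1 transcriptional activity via heat shock element; 0% = median of DMSO wells and -100% = zero luminescence signal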
aSyn UTR inh: 5' untranslated region of α-synuclein, MLPCN primary screen | alpha-synuclein 5'UTR reporter, inhibitor activity | inhibition, % (tested at 7.5 µM) | 0.82% of 300,000 active | AID 1813; in the data active = inhibition above about 60%; inconclusive = no clear call, values can overlap the other calls;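 also: H4 neuroglioblastoma cells stably carrying SNCA 5'UTR luciferase fusion; 0% = DMSO wells and 100% = positive control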
IEC-6 tox: counter-screen for KLF5 inhibitors: cytotoxicity in IEC-6 cells | 0.78% of 290,000 active | IEC-6 cytotoxicity, luminescence viability | AID 1825 | inhibition, % at 5 µM; in the data active = inhibition above about 22%;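 also: 0% = plate median of test compound wells and 100% = cytotoxic reference compound wells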
HIF act: HIF pathway transcriptional activation; activation, % at 7.5 µM (by protocol); U2OS HRE-luciferase reporter, luminescence; normalized: DMSO 0%, desferrioxamine 100%; 0.32% of 300,000 active; AID 1910;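 active = mean activation of at least 10% of the iron chelator positive control signal, with at least half of replicates also reaching 10%; inconclusive = mean and replicate majority disagree about reaching 10%; inactive = mean and most replicates under 10%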
HSP90 refold inh: HSP90 refolding inhibition in rabbit reticulocyte lysate; AID 1789; inhibition, % at 5.6 µM; 0.91% of 290,000 active; luciferase refolding luminescence, 3 h;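 active = inhibition above the screen-wide mean plus 3 SD, computed separately per campaign, cut at about 16% in these data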;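 also: 0% = DMSO wells and 100% = 60 µM geldanamycin wells; inhibitors lower the luminescence because luciferase stays unfolded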
SKKanGAS inh: blocks kanamycin growth of S. pyogenes SKKanGAS strain; BacTiter-Glo, 6 h; inhibition, % at 7.5 µM; 1.3% of 300,000 active; AID 1662;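 active = mean replicate score, as percent of positive control median, at least 50; inconclusive = mean below 50 but one replicate at or above 50; inactive = mean and every replicate below 50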;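 also: strain carries kanamycin resistance gene driven by streptokinase promoter and grows in 40 µg/ml kanamycin; loss of luminescence reflects streptokinase promoter inhibition or plain growth inhibition; 0% = median of DMSO wells and 100% = positive control at its reference dose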
AI-2 QS modul: modulates the Vibrio harveyi AI-2 quorum sensing system; Vibrio harveyi JMH597 AI-2 luminescence/OD600 ratio, 9 h; stronger effect = lower value; strain lacks LuxN and CqsS sensors; 0 = neutral-control median; activity change, % at 7.5 µM; 0.4% of 300,000 active; in the data active = activity change below about -75%, passing the limit was not always enough; inconclusive = no clear call, values can overlap the other calls;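 also: luminescence divided by OD600 gain over 9 h not by final OD600 alone; inactives centre near 13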
KLF5 inhibitor: inhibitors of KLF5 expression. DLD-1 KLF5 promoter-luciferase reporter, luminescence. inhibition, % at 5 µM. 0.23% of 290,000 active. AID 1700;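 active = inhibition above a per-plate limit of that plate's mean compound inhibition plus 3 SD, cut at about 60% in these data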;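 also: 0% = DMSO wells and 100% = LY294002 at 200 µM; higher means less KLF5 promoter-driven luciferase light; inactives centre near -14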
HSF1 activator: increases HSF-1 driven luciferase reporter signal | activation, % at 9 µM | 1.7% of 300,000 active | NIH3T3-HGL HSF-1 luciferase reporter, MG132, 8 h; 100% = twice DMSO control signal;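 active = mean replicate activation of at least 50% with a set share of replicates each reaching 50%; inconclusive = only one of those two conditions met; inactive = mean below 50% and too few replicates reaching it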;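 also: 0% = median of the neutral control wells and 100% = twice that signal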
Active calls of the source: *; ? = inconclusive; . = no result given.

SMILES	Platelet DG rel	HSF1 inh	aSyn UTR inh	IEC-6 tox	HIF act	HSP90 refold inh	SKKanGAS inh	AI-2 QS modul	KLF5 inhibitor	HSF1 activator
CC1(C)CC(NC(=O)Cc2ccccc2)CC(C)(C)N1	0.5	-0.9	-10.3	-2.5	-6.3	-4.1	-6.2	26.6	-15.6	-3.6
Cc1cccc(C(=O)Nc2ccc(C(=O)/C=C/c3ccncc3)cc2)c1	1.1	74.8	-159.8	-4.3	3.7	7.5	2.2	14.8	-31.6	91.8*
CC(=O)C1(C)N(O)C(C)(C)C(c2cccs2)=[N+]1[O-] (stereo unspecified)	1.1	-5.4	-4.3	0.7	0.2	-1.1	-4.4	4.9	-21.6	-3.4
O=C(NCc1cccnc1)C(=O)NCC1OCCN1S(=O)(=O)c1cc(F)ccc1F (stereo unspecified)	-2.5	-8.7	5.6	-0.1	-0.1	-2.5	-0.4	19.5	-5.5	7.1
CCC(=O)N(CCc1ccccc1)Cc1cc2cc(C)ccc2[nH]c1=O	4.3	-7.4	-12.1	1.0	-3.2	-5.4	-7.5	6.6	-35.9	-14.3
O=C(NCc1ccc(F)cc1)C1CCN(S(=O)(=O)N2CCOCC2)CC1	-1.0	-1.9	-5.9	-6.3	?	8.5	-15.2	41.1	-9.2	-3.9
CC1=C(C(=O)Nc2ccc(C)cc2C)C(c2ccc(C)o2)NC(=O)N1 (stereo unspecified)	-0.5	-1.5	0.3	4.7	-0.2	2.1	0.5	20.9	6.3	-15.0
COC(=O)CN1C(=O)N/C(=C/c2ccc(OC)cc2)C1=O	0.4	-0.3	9.1	-0.5	-0.6	-5.5	-6.3	-21.1	-17.8	-0.8
CCOc1ccc(NC(=O)C2CCCN(S(=O)(=O)c3ccc4c(c3)CCCN4C(C)=O)C2)cc1 (stereo unspecified)	-9.7	0.4	9.0	-5.3	-0.3	-8.2	9.1	42.1	-18.1	8.5
O=C(O)c1nn(-c2ccccc2)c(-c2ccccc2)c1C(=O)c1ccccc1	10.4	6.1	1.8	-8.5	-0.1	-3.0	4.0	21.0	1.3	5.1
CC(C)c1nnc(NC(=O)CCC(=O)N2CCN(Cc3ccc(F)cc3)CC2)s1	2.6	-3.1	15.9	5.0	0.0	-2.3	-0.7	-15.2	-40.5	2.5
CCc1ccc(NC(=O)[C@@H](NC(=O)[C@@H]2Cc3ccccc3CN2)C(C)CC)cc1 (stereo partly specified)	3.0	-26.0	-11.2	0.8	-0.8	-3.2	0.9	10.3	-27.1	-37.0
O=C(N/N=C/c1cccs1)c1ccc2c(c1)OCO2	1.2	16.3	-65.4	4.2	1.3	1.8	2.5	11.1	-64.1	26.3
O=C(COC(=O)c1cc(S(=O)(=O)N2CCCCC2)ccc1N1CCOCC1)c1ccccc1	-2.2	-2.7	-9.1	.	-0.3	.	-0.7	8.2	.	-10.6
CN(CC(=O)Nc1cccc(F)c1)C(=O)CSc1ccccc1	4.2	3.0	-10.4	.	-0.5	.	5.6	18.9	.	8.1
COc1ccc(CNC(=O)[C@H](C)NC(=O)C2CCN(S(=O)(=O)c3ccccc3)CC2)cc1	-1.6	3.4	0.8	-1.9	-0.1	0.3	-10.0	1.0	-13.4	-16.0
O=C(N[C@@H](Cc1c[nH]c2ccccc12)C(=O)O)C1CCN(S(=O)(=O)c2ccc(Cl)cc2)CC1	-6.1	9.6	7.5	-8.2	0.0	-3.1	-2.0	31.5	-21.3	4.5
CNC(=S)N1CCC(NC(=O)c2ccco2)CC1	3.8	-7.0	-1.5	-3.1	-0.3	5.6	3.1	16.7	-14.5	4.8
Cc1cc(N2CCN(C(=O)/C=C/C(=O)O)CC2)c2ccccc2n1	-4.6	-16.1	5.1	2.7	-9.3	-1.0	-0.5	37.6	-17.2	-31.5
COc1cc2c(cc1OC)/C(=C/C(=O)c1ccccc1)NCC2	3.7	-3.8	38.4	8.0	0.7	0.6	-4.0	-13.3	-12.6	-10.9
CCNC(=S)N/N=C(\C)c1ccc2c(c1)OCCO2	-3.8	-2.6	-54.7	3.3	1.9	-2.1	-2.2	1.5	-20.2	0.0
O=C(Nc1ccccc1)c1ccc(S(=O)(=O)Nc2cccc(O)c2)cc1	3.4	-2.4	4.1	1.1	-0.3	0.8	-0.2	-12.5	-13.5	-17.0
O=C(Nc1nc2c(F)cc(F)cc2s1)C1CCN(C(=O)c2ccc(F)cc2)CC1	-2.2	9.6	-162.2	.	2.8	.	6.8	30.9	.	26.9
CC(Cl)C(=O)NN=C(c1ccccc1)c1ccccc1 (stereo unspecified)	10.0	-7.2	6.3	1.4	-0.9	0.7	3.3	27.1	-25.2	-1.8
COc1ccc(NC(=O)C23CC4CC(C2)CC(n2cnc(Br)n2)(C4)C3)cc1Cl	-5.3	-2.6	-46.0	-1.1	-0.2	-2.1	-0.1	2.8	-3.6	8.6
Further compounds:
SMILES	Platelet DG rel	HSF1 inh	aSyn UTR inh	IEC-6 tox	HIF act	HSP90 refold inh	SKKanGAS inh	AI-2 QS modul	KLF5 inhibitor	HSF1 activator
CN(C(=O)CSc1ccncc1)C1CCCN(Cc2ccccc2F)C1 (stereo unspecified)	8.6	5.7	-4.2	-4.5	-0.5	-3.4	5.3	3.9	-10.6	30.4
Cc1cccc(-n2ncc3c(NCc4ccccc4)ncnc32)c1	-13.7	8.3	-140.4	5.6	2.7	-6.0	17.0	17.4	-11.7	9.7
CCOc1ccc(NS(=O)(=O)c2cc(Cl)ccc2OC)cc1	-1.8	-2.1	2.7	1.2	-0.3	2.2	2.6	24.8	-1.6	-5.6
CCOc1ccc(-n2c(CCc3ccccc3)n[nH]c2=S)cc1	-15.9	-7.8	-0.8	-3.9	-0.1	2.1	-2.7	-6.3	6.3	-9.8
Cc1cccc(C2=N/C(=C/c3cccs3)C(=O)O2)c1	1.1	-10.1	-1.2	6.0	0.0	3.7	0.4	14.5	9.3	-4.6
COC(=O)c1ccccc1N(C)S(=O)(=O)c1cc2c3c(c1)CCC(=O)N3CCC2	2.7	-2.0	-9.6	.	0.1	.	-4.9	5.0	.	1.5
Cc1cc(NC(=O)CCC(=O)N(Cc2cccs2)C(C(=O)NC2CCCC2)c2ccncc2)no1 (stereo unspecified)	-2.0	3.3	13.8	-2.9	-1.3	1.5	-2.3	24.9	-16.4	12.0
O=C(COc1c(F)c(F)cc(F)c1F)NC(=O)NC1CCCC1	-0.8	14.6	5.6	4.7	-0.3	0.1	-17.8	7.1	-12.0	28.5
COc1ccc(N2C(=O)CCC(C(C)=O)=C2C)cc1	7.7	-1.2	6.6	3.5	0.1	4.8	0.6	27.2	-1.7	-13.1
O=C(C1=C[C@@H](C2CCCCC2)C[C@@H](OCCCCO)O1)N1CCN(Cc2ccc3c(c2)OCO3)CC1	-10.2	2.8	18.6	-5.0	-1.8	7.7	-0.8	3.5	-8.7	-19.3
COc1cc2nc(-c3cccs3)oc(=O)c2cc1OC	6.9	-4.3	-2.8	3.7	0.0	-0.7	-3.7	14.9	25.7	4.0
Cc1c(O)ccc(NS(=O)(=O)c2ccccc2)c1C	0.4	-1.1	-2.6	3.4	0.1	-4.0	-3.7	18.4	-14.3	4.4
CC1CCC(NCc2ccco2)CC1 (stereo unspecified)	0.6	-2.8	7.6	0.2	-1.5	3.1	-3.1	-0.1	-23.5	-17.7
O=C(NCc1ccccc1)C1CC(=O)N(c2ccc(OCC(=O)N3CCOCC3)cc2)C1 (stereo unspecified)	3.9	-5.5	15.1	11.8	0.4	4.9	-1.2	38.6	-23.8	-17.1
O=S(=O)(Nc1ncccn1)c1ccc(NC(=S)Nc2cccc(Cl)c2)cc1	-2.0	-1.1	6.7	-4.5	0.4	-1.6	12.3	10.1	-10.1	1.3
COC(=O)CCC(=O)OC1(C)C(=O)C2=CN(CCc3ccccn3)C(c3ccc(OC)cc3)=CC2=C(Br)C1=O (stereo unspecified)	2.4	6.4	-28.1	.	-0.1	.	10.8	49.8	.	-8.5
CC(C)(C)c1csc(NC(=O)C2=COCCO2)n1	-2.6	16.3	-107.1	.	3.3	.	29.0	17.7	.	31.9
O=C(CC1SC(=O)N(c2ccccc2)C1=O)Nc1ccc(Br)cc1 (stereo unspecified)	10.7	20.6	-28.3	-0.6	1.3	-0.6	-0.8	8.3	10.2	33.0
Cc1c(C)c2ccc(OCC(=O)N3CCC(C(=O)O)CC3)cc2oc1=O	-1.6	3.7	33.8	-0.5	-0.1	16.1*	-0.1	19.0	-17.3	-8.3
Cc1cccc(NC(=S)N(CCN(C)C)C(C)c2ccco2)c1 (stereo unspecified)	8.8	-3.6	14.2	-3.8	0.2	-0.6	-2.8	15.1	-9.7	0.9
CCC1=NN(C(=O)C(=O)Nc2ccc(OC)cc2)C(O)(C(F)(F)F)C1 (stereo unspecified)	-2.2	-1.1	14.9	6.2	0.1	2.4	2.6	-3.3	-0.1	12.8
COc1ccc(-c2[nH]ncc2/C=N\NC(=O)c2cccs2)cc1OC	.	.	.	4.5	.	-4.6	.	22.1	-82.3	.
COc1cc(/C=N/NC(=O)c2sc3ccccc3c2Cl)ccc1OC(=O)c1ccc([N+](=O)[O-])cc1	2.7	-0.6	-7.4	-2.9	-0.3	-2.5	14.0	7.6	-5.9	2.5
COc1ccc(N2CCN(S(=O)(=O)CCNC(=O)C(C)Oc3ccccc3)CC2)cc1 (stereo unspecified)	0.1	-0.4	-6.8	.	-0.8	.	-2.7	-6.1	.	8.9
Cc1oc2cc3oc(=O)ccc3cc2c1C	11.3	6.1	-47.6	3.1	-0.3	0.9	-1.8	12.7	-37.7	8.5
The results go on.
SMILES	Platelet DG rel	HSF1 inh	aSyn UTR inh	IEC-6 tox	HIF act	HSP90 refold inh	SKKanGAS inh	AI-2 QS modul	KLF5 inhibitor	HSF1 activator
C=CCN1C(=O)[C@]2(c3ccccc31)C1CCCC=C1C(C#N)=C(N)C2(C#N)C#N (stereo partly specified)	-4.8	4.6	17.6	0.7	-0.1	0.9	-1.6	9.3	-8.9	6.3
COc1ccc(S(=O)(=O)CCC(=O)Nc2cccc(OC)c2)cc1	12.9	-2.6	-26.5	-1.8	0.0	-5.0	6.6	24.8	-40.8	9.2
Cc1ccc(-c2cc(C(=O)O)c3ccccc3n2)c(C)c1	0.4	2.5	-27.6	-3.7	0.1	1.0	0.4	-69.2	-20.8	0.0
Fc1ccc(OCCCCN2CCOCC2)cc1	-2.1	2.8	-10.8	-0.9	0.1	5.2	-1.5	16.2	-34.0	-2.9
CN(Cc1ccccc1)Cc1c(O)ccc2ccccc12	-4.2	-5.6	15.1	0.5	0.3	0.5	13.1	3.4	-1.7	-4.6
CC1CCc2nc(NCCO)nc(C(F)(F)F)c2C1 (stereo unspecified)	-2.4	-6.5	?	-2.0	-0.5	5.8	-4.9	12.4	-35.9	-5.8
Cc1cccc(NC(=O)C2CCCN(S(=O)(=O)c3cccs3)C2)c1C (stereo unspecified)	0.6	8.1	-11.0	1.8	-0.8	-1.1	6.5	1.2	0.4	6.6
